Source: PubChem (National Center for Advancing Translational Sciences (NCATS))
mIDH1 inhibitor: qHTS for Inhibitors of mutant isocitrate dehydrogenase 1 (IDH1): qHTS | IDH1-R132H enzyme, NADPH consumption, diaphorase/resazurin fluorescence | Potency, µM (doses to about 76.6 µM), for inactives: at the top dose activity change, negative = inhibition, actives largely listed as inhibitors | Isocitrate dehydrogenase [NADP] cytoplasmic (Homo sapiens), O75874 | AID 602179, 2012 | 390,000 tested, 0.093% active; further: potency means the concentration at half of the fitted maximal effect; on the % scale 0 is the no-effect control and ±100 the full control effect; nearly all actives have a fitted effect of over 65% in size
Target sequence (O75874 whole entry R132H, stated change not applied): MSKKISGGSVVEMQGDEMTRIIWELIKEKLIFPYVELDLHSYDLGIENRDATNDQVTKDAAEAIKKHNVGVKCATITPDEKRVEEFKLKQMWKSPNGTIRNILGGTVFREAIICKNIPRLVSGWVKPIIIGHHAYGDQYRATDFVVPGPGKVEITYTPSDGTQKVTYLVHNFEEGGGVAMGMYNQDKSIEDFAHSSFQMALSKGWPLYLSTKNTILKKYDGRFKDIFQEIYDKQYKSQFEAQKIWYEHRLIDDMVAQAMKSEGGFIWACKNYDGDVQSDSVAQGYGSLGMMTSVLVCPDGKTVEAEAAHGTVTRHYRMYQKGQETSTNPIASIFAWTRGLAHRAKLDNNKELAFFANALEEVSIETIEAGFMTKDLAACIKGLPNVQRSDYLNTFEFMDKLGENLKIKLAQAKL
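IDH1-R132H (0.5 ug/mL) preincubated 30 min with compound, then NADPH (0.016 mM) and alpha-KG (2 mM) added; 80 min at RT, pH 7.5. Remaining NADPH coupled via diaphorase/resazurin to fluorescence (540/590 nm); concentration-response curves normalized to no-enzyme control.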
Vif-A3F inh: qHTS for Inhibitors of Vif-A3F Interactions: qHTS | HeLa A3F-eYFP + Vif (tagged APOBEC3F with the HIV-1 protein that degrades it), YFP fluorescence increase | Potency, µM (top dose mostly 46.1 µM), for inactives: at the highest dose activity, negative = active | 390,000 tested, 0.2% active; further: potency means the concentration at half of the fitted maximal effect; % of control where 0% means no effect; nearly all actives have a fitted effect of over 65% in size
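HeLa cells stably expressing A3F-eYFP plus Vif, plated and incubated overnight at 37 deg C, then exposed to compounds overnight at 37 deg C. Blocked degradation read as raised yellow fluorescence (Ex 488/Em 500-530).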
USP1-UAF1 inh: Inhibitors of USP1/UAF1: Primary Screen | Ubiquitin carboxyl-terminal hydrolase 1 (Homo sapiens), O94782 | recombinant USP1/UAF1, Ub-Rhodamine cleavage fluorescence | Potency, µM (series often up to 57.1 µM), for inactives: at the top dose activity change, negative = inhibition, hits mostly inhibitors | 390,000 tested, 0.23% active | AID 743255, 2014; further: potency means the concentration at half of the fitted maximal effect; on the % scale 0 is the no-effect control and ±100 the full control effect; nearly all actives have a fitted effect of over 60% in size; inactives centre near -12
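USP1/UAF1 complex at 1 nM was preincubated with compound for 15 min at room temperature, then Ub-Rho substrate (150nM final) was added. Fluorescence (480/540 nm) was read kinetically, 6 reads every 60 seconds.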
Vif-APOBEC3G blk: qHTS for Inhibitors of Vif-A3G Interactions: qHTS; HeLa A3G-eYFP + Vif (tagged APOBEC3G with the HIV-1 protein that degrades it), YFP fluorescence, overnight; Potency, µM (series often up to 46.1 µM), for inactives: at the highest dose activity, negative = active, most hits filed as inhibitors; 410,000 tested, 0.076% active;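 further: potency means the concentration at half of the fitted maximal effect; on the % scale 0 is the no-effect control and ±100 the full control effect; nearly all actives have a fitted effect of over 60% in size; hits raise eYFP signal because A3G escapes Vif-driven loss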
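HeLa cells stably expressing Vif and C-terminally eYFP-tagged A3G, seeded overnight at 37 deg C, then exposed to compound by pintool overnight at 37 deg C. Rise in yellow fluorescence (Ex 488/Em 500-530, Acumen) marks blocked Vif-driven A3G degradation.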
GRP78 ERSR act: qHTS for Inducers of the Endoplasmic Reticulum Stress Response (ERSR) in Human Glioma: qHTS; U87-MG GRP78 promoter luciferase reporter, 16 h; Potency, µM, for inactives: at the highest dose activation, most hits filed as activators; 420,000 tested, 0.02% active; AID 602332, 2012; further: potency means the concentration at half of the fitted maximal effect; series mostly up to about 76 µM; % of control where 0% means no effect; nearly all actives have a fitted effect of over 35% in size
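Stably transfected U87-MG human glioma cells carrying a GRP78-based luminescent sensor were seeded at 1000 cells/well, pin-dosed with compounds and incubated 16 h. Luciferase reagent was then added, and end-point luminescence was read after 10 min at room temperature.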
PI4K2A inh: qHTS for small molecular inhibitors of PI4K2A; Phosphatidylinositol 4-kinase type 2-alpha (Homo sapiens), Q9BTU6; purified PI4K2A, ADP-Glo luminescence, 1 h; active compounds read low; activity change, negative = inhibition, % at 76.9 µM; 420,000 tested, 0.13% active; AID 1346378, 2018; in the data active means activity change below about -50%; inconclusive means mostly about -30% to -49%;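 further: -100% = wells without enzyme as full effect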
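PI4K2A activity was measured by ADP-Glo luminescence: enzyme (4 ug/mL stock) and phosphatidylinositol (1.2 mM stock) in Tris pH 7.5/MgCl2/EGTA/Triton X-100 buffer were reacted with ATP (300 microM stock) for one hour at ambient temperature.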
RXFP1 agonist: qHTS Assay for Agonists of the Relaxin Receptor RXFP1. Relaxin receptor 1 (Homo sapiens), Q9HBX9. HEK293T-RXFP1 cAMP TR-FRET, 30 min; response scale: percent of porcine relaxin response, buffer zero. Potency, µM (series often up to 57.5 µM), without a hit: at the top dose activation, actives largely listed as activators. 370,000 tested, 0.3% active. AID 2676, 2010; further: potency means the concentration at half of the fitted maximal effect; on the % scale 0 is the no-effect control and ±100 the full control effect; nearly all actives have a fitted effect of over 60% in size; many of its hits are not listed in these tables
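HEK293T cells stably expressing RXFP1 were pretreated with the PDE4 inhibitor Ro 20174, exposed to compounds for 30 min at 37C, lysed, and cAMP was read by TR-FRET. Data normalized to buffer (basal) and 29 nM porcine relaxin (100%).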
LDHA inh: qHTS assay for inhibitors of human lactate dehydrogenase; purified LDHA, NADH/diaphorase-resazurin fluorescence; active compounds read low; activity change, % (values are at about 110 or 230 µM); 480,000 tested, 0.15% active; in the data active means activity change below about -30%; inconclusive means mostly about -25% to -30%;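 further: plate controls were DMSO wells for no effect and wells without enzyme for full effect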
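Human LDH5 (2 nM) was incubated with 0.06 mM NADH and 0.2 mM pyruvate for 5 min at room temperature in Tris pH 7.4. Remaining NADH was coupled through diaphorase/resazurin, and resorufin fluorescence was read at 0 and 20 min.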
TrxR1 substrate: qHTS Assay for Substrates of Mammalian Selenoprotein Thioredoxin Reductase 1 (TrxR1): qHTS. purified TrxR1 substrate turnover, NADPH consumption readout. Potency, µM (highest dose often 114 µM), for the others: at the top dose activity change, negative = substrate turnover. 390,000 tested, 0.01% active. Thioredoxin reductase 1, cytoplasmic (Rattus norvegicus), O89049; further: potency means the concentration at half of the fitted maximal effect; on the % scale 0 is the no-effect control and ±100 the full control effect; nearly all actives have a fitted effect of over 50% in size
Target sequence (O89049 whole entry, looked up): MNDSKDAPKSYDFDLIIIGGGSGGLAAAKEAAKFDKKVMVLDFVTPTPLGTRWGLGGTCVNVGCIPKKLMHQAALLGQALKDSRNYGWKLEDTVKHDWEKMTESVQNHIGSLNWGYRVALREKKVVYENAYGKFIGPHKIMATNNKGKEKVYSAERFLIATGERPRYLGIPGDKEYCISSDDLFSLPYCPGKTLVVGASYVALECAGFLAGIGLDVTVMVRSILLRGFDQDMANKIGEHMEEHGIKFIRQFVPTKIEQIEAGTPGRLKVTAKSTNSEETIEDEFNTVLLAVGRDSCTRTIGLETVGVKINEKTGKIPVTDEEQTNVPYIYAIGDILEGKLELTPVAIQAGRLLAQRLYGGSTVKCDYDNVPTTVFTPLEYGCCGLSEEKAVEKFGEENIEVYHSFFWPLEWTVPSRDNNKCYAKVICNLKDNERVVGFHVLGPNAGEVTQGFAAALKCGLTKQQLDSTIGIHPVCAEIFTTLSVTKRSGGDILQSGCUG
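Rat TrxR1, dispensed at 90 nM, was prereduced with 400 uM NADPH (final) for 5 min at ~22 deg C, then incubated with compound 15 min before 400 uM selenite. A first-read NADPH fluorescence drop versus no-compound background flagged substrates.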
An asterisk follows results filed as active; ? = inconclusive; . = no result given; & = joins results of further samples; [ ] = another dose, or the depositor's remark. Unless noted, the call rests on the fitted dose curve; in most records, active means well fitted curve in the direction sought with a large enough effect; inconclusive means small, poorly fitted or top-dose-only effect, or another doubt; inactive means no such curve, though single readings can be large; an effect the other way counts as inactive or inconclusive.

SMILES	mIDH1 inhibitor	Vif-A3F inh	USP1-UAF1 inh	Vif-APOBEC3G blk	GRP78 ERSR act	PI4K2A inh	RXFP1 agonist	LDHA inh	TrxR1 substrate
O=C(NCc1ccccc1)C(c1ccccc1)N(Cc1cccs1)C(=O)c1cnccn1 (centres undefined)	3%	-1%	-2%	-1%	2%	2	-0.3%	-14	-7%
O=C(OCC(=O)N1CCc2ccccc21)c1ccncc1	18%	3%	-8%	-2%	4%	-3	-0.2%	-3	5%
Cn1cc(CCC(=O)N2CCCC(N3CCN(c4ccccc4F)CC3)C2)cn1 (centres undefined)	-9%	4%	-26%	0%	3%	7	-0.4%	-4	1%
COc1ccc(C=NC(CO)C(O)c2ccc([N+](=O)[O-])cc2)cc1 (centres undefined)	0%	-10%	-1%	1%	0%	-7	2.3%	-9	2%[57.1 µM]
O=C(NCCc1ccccc1)c1cc(-c2cccc(Cl)c2)on1	-2%	-1%	-6%	5%	-2%	1	-1.4%	-3	-2%
Cc1c(NS(=O)(=O)c2ccc3c(c2)Cc2ccccc2-3)c(=O)n(-c2ccccc2)n1C	-4%	-7%	-19%	-13%	1%	1	1.8%	1	6%
COc1ccc(/C=C/C(=O)N(C)C2CCS(=O)(=O)C2)cc1 (centres undefined)	-3%	2%	-16%	0%	2%	1	-1.2%	-8	1%[57.1 µM]
CN(C)C(=O)c1ccc(Nc2nnc(-c3ccc(O)cc3)c3ccccc23)cc1	-6%	-1%	-12%	-14%	2%	4	3.9%	-2	-15%
O=C(OCc1ccccc1)N1CCCCC1c1c(Cl)cccc1Br (centres undefined)	.	.	.	-3%	-4%	-1	.	1	.
CCOC(=O)C1(Cc2ccccc2Cl)CCN(C(=O)c2cc(C)on2)CC1	-6%	-6%	-6%	0%	11%	-1	0.1%	1	-12%
CCc1ccc(OCCCOc2ccc(C=O)cc2)cc1	5%	-3%	-9%	2%	6%	8	-0.9%	2	-4%[57.1 µM]
CC1(C)CC(NCc2ccc3c(c2)OCO3)CCO1 (centres undefined)	-1%	3%	-21%	1%	-4%	5	0.8%	-8	18%[57.1 µM]
Cc1ccccc1CCN1CCCC(CN(C)C(=O)c2ccc3ncccc3c2)C1 (centres undefined)	-12%	?	-22%	-1%	0%	4	4.6%	-3	1%
COc1ccc(NC(=O)CCCN2C(=O)CCn3nc(-c4cn(C)c5ccccc45)cc32)cc1	-2%	3%	-9%	-11%	0%	-3	-0.4%	-1	-3%[57.1 µM]
Cc1cc(C)c(C#N)c(OCC(=O)Nc2ccccc2)n1	2%	3%	-8%	2%	-6%	2	3.0%	-5	11%[57.1 µM]
CN(C)/C=N/C1=C(C#N)C(c2cccs2)c2ccc3ccccc3c2O1 (centres undefined)	-4%	-9%	-20%	?	11%	-11	4.8%	-2	0%[57.1 µM]
Cc1ccc(S(=O)(=O)N2CCCOC2CNC(=O)C(=O)NCc2ccco2)cc1 (centres undefined)	1%	-1%	-10%	0%	-5%	1	3.5%	-6	2%
Cc1oc(C(=O)Nc2ccc(C(=O)O)cc2)cc1COc1ccccc1	3%	-6%	-18%	-6%	4%	2	-0.4%	-15	-9%
COc1ccccc1/C=C1/C(=O)N(c2ccccc2)N=C1C	3%	-36%	-13%	-5%	-8%	-19	-0.5%	-1	5%
Cc1ccc(NC(=O)Cn2nnc(C(=O)NCCc3ccccc3)c2N)cc1	-7%	2%	-22%	-4%	-3%	-6	-2.1%	-6	11%[2.29 µM]
N=c1c(S(=O)(=O)c2ccc(Br)cc2)cc2c(=O)n3ccccc3nc2n1CCN1CCOCC1	4%	17%	-17%	3%	0%	-10	.	-1	78%[activator]
CCNC(=S)N(CCc1c(C)[nH]c2ccccc12)Cc1cc(OC)c(OC)c(OC)c1	1%	-1%	-25%	0%	-2%	0	1.4%	-4	-3%
O=C(N/N=C/c1ccc(OCC(=O)N2CCCCC2)cc1)c1ccccc1	12%	-5%	-15%	-29%	1%	-5	0.3%	2	-7%
COc1ccc(NC(=O)COc2cccc3c2CCN(Cc2cccnc2)C3=O)c(OC)c1	27%	-14%	-12%	-9%	-3%	-12	0.9%	-2	4%
O=C1CCN(Cc2ccccc2)C=C1c1ccc2ccccc2c1	17%	0%	-24%	-10%	2%	2	.	1	2%
Cc1ccc(NC(=O)CN(C)S(=O)(=O)c2cccc3cccnc23)cc1C	-1%	-4%	-9%	-1%	0%	-4	2.6%	0	1%[57.1 µM]
O=C(NNC(=O)c1cc2ccccc2cc1O)NC1CCCCC1	-3%	-15%	-23%	-1%	2%	-3	0.4%	-10	4%
C[C@@H]1C=C(C(=O)N2CCN(Cc3ccc4c(c3)OCO4)CC2)O[C@H](OCCCCO)C1	-5%[38.3 µM]	1%	-32%	1%	0%	1	0.3%	2	-14%
CC(Sc1nnc(-c2cccnc2)n1C)C(=O)N1CCOCC1 (centres undefined)	5%	4%	-14%	-2%	-1%	0	2.7%	1	-4%
COc1ccc(CCNC(=O)c2nn(C)c3c2CS(=O)(=O)c2ccccc2-3)cc1OC	2%	-6%	-24%	-6%	-4%	-3	13%	-10&9	17%
CC(C)C1C(=O)N(Cc2cn(CC3CCCCC3)nn2)CCS(=O)(=O)N1Cc1ccc(-c2ccc(Cl)nc2)cc1 (centres undefined)	7%	-2%	-27%	-2%	-2%	-1	.	-2	.
COc1ccc(NC(=O)c2cccc(S(=O)(=O)NCc3ccco3)c2)c(OC)c1	0%	-2%	-16%	-3%	-1%	-5	1.1%	-2	-2%[57.1 µM]
O=C(CN1C(=O)/C(=C/c2ccccc2F)Sc2ccccc21)N1CCN(c2ccccn2)CC1	0%	7%	-26%	1%	-3%	2	1.4%	-2	6%
COc1ccc(NC(=O)COC(=O)Cc2c(F)cccc2Cl)cc1	10%	2%	-18%	0%	4%	-3	-0.4%	0	-3%
Cc1c(Cc2ccccc2)c(=O)oc2c(CN(C)C)c(O)c(Cl)cc12	8%	-9%	-11%	-8%	1%	9	7.9%	-4	.
O=C(O)COc1ccc(Br)cc1/C=C1/SC(=O)N(CC(=O)N2CCCC2)C1=O	6%	-9%	4%	0%	0%	-10	-0.2%	-1	1%[57.1 µM]
O=C(c1cc(-c2ccc(Cl)c(Cl)c2)on1)N1CCOCC1	-2%	4%	-25%	-2%	4%	5	-1.0%	-6	2%
Clc1ccccc1OCCn1cnc2ccccc21	5%	7%	-15%	-3%	7%	-2	-1.1%	-11	7%
COc1cccc(Cn2c(Oc3cccc(C)c3)nc3c2c(=O)n(C)c(=O)n3C)c1	-3%	-6%	-21%	-2%	-3%	6	1.6%	-1	3%[57.1 µM]

Structural class, those above with a Cl atom.
SMILES	mIDH1 inhibitor	Vif-A3F inh	USP1-UAF1 inh	Vif-APOBEC3G blk	GRP78 ERSR act	PI4K2A inh	RXFP1 agonist	LDHA inh	TrxR1 substrate
O=C(NCCc1ccccc1)c1cc(-c2cccc(Cl)c2)on1	-2%	-1%	-6%	5%	-2%	1	-1.4%	-3	-2%
O=C(OCc1ccccc1)N1CCCCC1c1c(Cl)cccc1Br (centres undefined)	.	.	.	-3%	-4%	-1	.	1	.
CCOC(=O)C1(Cc2ccccc2Cl)CCN(C(=O)c2cc(C)on2)CC1	-6%	-6%	-6%	0%	11%	-1	0.1%	1	-12%
CC(C)C1C(=O)N(Cc2cn(CC3CCCCC3)nn2)CCS(=O)(=O)N1Cc1ccc(-c2ccc(Cl)nc2)cc1 (centres undefined)	7%	-2%	-27%	-2%	-2%	-1	.	-2	.
COc1ccc(NC(=O)COC(=O)Cc2c(F)cccc2Cl)cc1	10%	2%	-18%	0%	4%	-3	-0.4%	0	-3%
Cc1c(Cc2ccccc2)c(=O)oc2c(CN(C)C)c(O)c(Cl)cc12	8%	-9%	-11%	-8%	1%	9	7.9%	-4	.
O=C(c1cc(-c2ccc(Cl)c(Cl)c2)on1)N1CCOCC1	-2%	4%	-25%	-2%	4%	5	-1.0%	-6	2%
Clc1ccccc1OCCn1cnc2ccccc21	5%	7%	-15%	-3%	7%	-2	-1.1%	-11	7%

An excerpt (hit frequency here may not be typical).
